ATXN2 expr inh – inhibitors of ATXN2 expression | HEK-293 ATXN2-luciferase reporter, luminescence, 24 h | Potency, µM (titrated, usually from 57 µM), without a hit: top-dose activity change, negative = inhibition, most hits filed as inhibitors | actives 0.72% (n = 360,000); also: potency is read from the fitted curve at half-maximal effect; % is scaled to controls: 0 for no effect and ±100 for the full control effect; nearly all actives have a fitted effect of over 55% in size
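qHTS (up to 57 uM final) was run with 24 h compound exposure of reporter cells at 37 °C. Each well was multiplexed: SteadyGlo luminescence measured ATXN2-luciferase expression after a fluorogenic Gly-Phe-AFC viability readout (25 uM final).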
A549 viability – kills or reduces viability of A549 cells in Nrf2 counter-screen. A549 ARE-Fluc cells, CellTiter-Fluor viability, 18-24 h. Potency, µM (highest dose often 46 µM), for inactives: at the highest dose activity change, negative = cytotoxicity, most hits filed as inhibitors. actives 0.16% (n = 390,000); also: potency is read from the fitted curve at half-maximal effect; % is scaled to controls: 0 for no effect and ±100 for the full control effect
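A549 ARE_Fluc cells in 5% FBS OPTI-MEM were exposed to compounds in concentration-response for 18-24 h at 37 deg C. Viability was read by CellTiter-Fluor fluorescence (Ex 405/Em 525) after 30 min, before the luciferase read.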
MCF10A rerep – DNA re-replication induction in MCF 10a cells | actives 2.9% (n = 350,000) | Potency, µM (doses to about 46.1 µM), inactives show at the highest dose activity, positive = re-replication, actives largely listed as activators | AID 624296 | MCF 10A DNA re-replication, Hoechst nuclear intensity, 48 h; also: potency is read from the fitted curve at half-maximal effect; % of control where 0% means no effect; nearly all actives have a fitted effect of over 50% in size
S2 tox – cell viability loss in ATXN counter-screen | S2 cells (HEK-293 line with an ATXN2-luciferase reporter) viability, CellTiter-Fluor protease fluorescence, 24 h | Potency, µM (top dose mostly 56.7 µM), hits mostly cytotoxic | actives 0.49% (n = 400,000); also: potency is read from the fitted curve at half-maximal effect; nearly all actives have a fitted effect of over 40% in size
Nrf2 block – blocks Nrf2 signaling. A549 ARE-Fluc reporter, luciferase luminescence, 18-24 h. Potency, µM (doses to about 46 µM), inactives show top-dose activity change, negative = inhibition, actives largely listed as inhibitors. actives 2.1% (n = 360,000). AID 504444; also: potency is read from the fitted curve at half-maximal effect; % is scaled to controls: 0 for no effect and ±100 for the full control effect; nearly all actives have a fitted effect of over 60% in size
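Cells were seeded and rested 2 h, then exposed to compounds for 18-24 h. CellTiter-Fluor was read first as a viability measure. BugLite was added 15 min before the final luminescent read of ARE-luciferase activity in A549 cells.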
IL-1B inflam inh – inflammasome signaling inhibition, IL-1 beta readout; THP-1 LPS/ATP IL-1B secretion, AlphaLISA, 16 h; hits give low values; actives 4.7% (n = 360,000); AID 743279; activity change, % at 57.5 µM; in the data active = activity change below about -50%; inconclusive = mostly about -30% to -49%; also: % is scaled to controls: 0 for no effect and ±100 for the full control effect
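Secreted IL-1B measured by AlphaLISA bead assay after 16 h compound exposure of THP-1 cells; compounds (final up to 57.5 uM) added 1 h before LPS (250 ng/mL) and ATP (1.25 mM) stimulation; lower signal means less secretion.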
HepG2 tox – kills HepG2 cells in TGF-b inhibitor counter-screen; HepG2 CAGA-GFP viability, ATP luminescence, 18 h; Potency, µM (top dose mostly 46.1 µM), without a hit: at the highest dose activity change, negative = cytotoxicity, actives largely listed as cytotoxic; actives 0.76% (n = 410,000); AID 588856; also: potency is read from the fitted curve at half-maximal effect; some results filed as inactive show a strong effect at the top dose
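HepG2 CAGA-GFP cells (1000/well, DMEM with 1% FBS) received compound, then TGF-beta at 500 pg/mL final, and were incubated 18 hours at 37 degrees C. Viability was read by CellTiter-Glo luminescence. Media-only wells were set as complete cell-killing and DMSO as no toxicity.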
Nrf2 ARE act – activators of Nrf2 (ARE) signaling. AREc32 ARE-luciferase reporter (MCF7-derived line), luminescence, 24 h. Potency, µM (series often up to 46.1 µM), without a hit: at the highest dose activation, most hits filed as activators. actives 0.31% (n = 410,000). AID 624171; also: potency is read from the fitted curve at half-maximal effect; % of control where 0% means no effect; nearly all actives have a fitted effect of over 65% in size
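AREc32 cells carrying an ARE-driven firefly luciferase, 1000 cells/well in OPTI-MEM with 5% FBS, dosed after overnight attachment and incubated 24 hr at 37 deg C. Steady-Glo luminescence read after 30 min at RT.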
TGFb inhibitor – TGF-b pathway inhibition; HepG2 CAGA-GFP TGF-b/SMAD3 reporter, GFP fluorescence, 18 h; TGF-beta stimulated, 500 pg/mL final; actives 1.2% (n = 410,000); AID 588855; Potency, µM (series often up to 46.1 µM), without a hit: at the highest dose activity, negative = inhibition, actives largely listed as inhibitors; also: potency is read from the fitted curve at half-maximal effect; % is scaled to controls: 0 for no effect and ±100 for the full control effect; nearly all actives have a fitted effect of over 65% in size
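Per well, imaged GFP fluorescence of HEPG2 CAGA-GFP cells gives the signal; cells get compound, then TGF-beta (500 pg/mL final), 18 h at 37 degrees C; %Activity versus -TGF-beta and +DMSO controls.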
* marks the source's active call; other numbers are inactive results; i = inactive; ? = inconclusive; · = not tested or not shown; [ ] = remark or other dose. Unless noted, calls follow the shape of the dose curve; as a rule, active = well fitted curve in the direction sought with a large enough effect; inconclusive = small, poorly fitted or top-dose-only effect, or another doubt; inactive = no such curve, though single readings can be large; an effect the other way counts as inactive or inconclusive. No enrichment for hits. About 8.8% of those tested had a hit in this group.

Key to letters – A = ATXN2 expr inh; B = A549 viability; C = MCF10A rerep; D = S2 tox; E = Nrf2 block; F = IL-1B inflam inh; G = HepG2 tox; H = Nrf2 ARE act; I = TGFb inhibitor
COc1ccc(S(=O)(=O)N2CCCC(c3cc(C(=O)NCc4cccnc4)no3)C2)cc1 (stereo not given)
  A: -7%	B: ·	C: ·	D: i	E: ·	F: 3	G: 29%	H: -0.7%	I: 53%[activator]
NC(=S)Nc1cccc2cccnc12
  A: 5%	B: 1%	C: 0%	D: i	E: 21%	F: 9	G: 9%	H: 5.8%	I: 2%
CS(=O)(=O)Nc1nc2n(n1)C(c1ccccc1)C=C(c1ccc(Br)cc1)N2 (stereo not given)
  A: 7%	B: ?	C: -7%	D: ·	E: 0%	F: -21	G: 0%	H: -0.3%	I: 5%
CCOC(=O)c1cnc2ccccc2c1Nc1ccc(N2CCOCC2)cc1
  A: 8%	B: 0%	C: ·	D: i	E: 14%	F: ·	G: 0%	H: 1.5%	I: -2%
Cc1ccc(NC(=O)CSc2nc3nc(C)cc(C)c3c(=O)[nH]2)cc1
  A: 13%	B: -2%	C: ?	D: i	E: -10%	F: 69	G: -21%	H: -0.7%	I: -2%
CCN1CCN(c2nc3c(C)cccn3c(=O)c2/C=C(\C#N)C(=O)NCCOC)CC1
  A: -13%	B: -7%	C: 16µM*	D: i	E: -5%	F: -16	G: -6%	H: 2.2%	I: -1%
COc1ccc(/C=N/NC(=O)c2cc(C)n(-c3ccccc3)c2C)cc1OC
  A: 8%	B: 6%	C: 2%	D: i	E: 5%	F: ?	G: -8%	H: 2.9%	I: 0%
COC(=O)c1ccccc1NC(=O)C1CCN(C(=O)N2CC(C)Oc3ccccc32)CC1 (stereo not given)
  A: ·	B: -4%	C: ·	D: ·	E: 7%	F: ·	G: -27%	H: -0.1%	I: ?
CN1CCN2c3ncccc3Cc3ccccc3[C@@H]2C1
  A: 1%	B: 0%	C: 0%	D: i	E: 29%	F: -2	G: 13%	H: -0.7%	I: 27%
COc1cccc(C2=CC(c3ccccc3F)n3ncc(C(=O)Nc4ccc(C)cc4)c3N2)c1 (stereo not given)
  A: -12%	B: -17%	C: ·	D: i	E: ·	F: ·	G: -7%	H: -1.0%	I: -6%
CC(=O)c1ccc(NC(=O)c2noc(C(C)C)c2[N+](=O)[O-])cc1
  A: 24%	B: 4%	C: -9%	D: i	E: 13%	F: 7	G: 5%	H: 8.2%	I: 7%
CCOC(=O)C1=C(C)N(CCCC(=O)O)C(=O)NC1c1ccc2ccccc2c1 (stereo not given)
  A: 3%	B: 1%	C: 12%	D: i	E: -2%	F: 9	G: -12%	H: -0.2%	I: ?
O=C(Cc1cccs1)N1CCN(S(=O)(=O)c2ccc(Cl)c(C(F)(F)F)c2)CC1
  A: ·	B: ?	C: 2%	D: ·	E: ?	F: 13	G: 6%	H: 4.6%	I: -6%
Cc1ccccc1S(=O)(=O)Cc1ccc(C(=O)NCc2cccnc2)o1
  A: -3%	B: 0%	C: -2%	D: i	E: 16%	F: 0	G: -9%	H: -0.6%	I: -1%
C=CCn1c(SCC(=O)NCC(c2ccccc2)N(C)C)nc2sc3c(c2c1=O)CCC3 (stereo not given)
  A: 1%	B: -2%	C: 25%	D: i	E: 9%	F: ?	G: -9%	H: 1.1%	I: 6%

Compounds from the list above containing two or more sulfur atoms (2):
Key to letters – A = ATXN2 expr inh; B = A549 viability; C = MCF10A rerep; D = S2 tox; E = Nrf2 block; F = IL-1B inflam inh; G = HepG2 tox; H = Nrf2 ARE act; I = TGFb inhibitor
O=C(Cc1cccs1)N1CCN(S(=O)(=O)c2ccc(Cl)c(C(F)(F)F)c2)CC1
  A: ·	B: ?	C: 2%	D: ·	E: ?	F: 13	G: 6%	H: 4.6%	I: -6%
C=CCn1c(SCC(=O)NCC(c2ccccc2)N(C)C)nc2sc3c(c2c1=O)CCC3 (stereo not given)
  A: 1%	B: -2%	C: 25%	D: i	E: 9%	F: ?	G: -9%	H: 1.1%	I: 6%

(further entries)
Key to letters – A = ATXN2 expr inh; B = A549 viability; C = MCF10A rerep; D = S2 tox; E = Nrf2 block; F = IL-1B inflam inh; G = HepG2 tox; H = Nrf2 ARE act; I = TGFb inhibitor
CCCN(CC(=O)Nc1ccccc1OC)C(=O)c1cc(-c2cccs2)nn1-c1ccccc1
  A: -1%	B: -19%	C: ?	D: i	E: ?	F: -9	G: -21%	H: -0.1%	I: -13%
CCn1c(CSc2nncn2-c2ccc(OC)cc2)nc2cc(S(=O)(=O)N(C)C)ccc21
  A: 2%	B: -1%	C: -16%	D: i	E: -4%	F: -1	G: -7%	H: -0.4%	I: -25%
COCCNC(=O)COc1ccc(N(C)S(=O)(=O)c2ccc3ccccc3c2)cc1
  A: -1%	B: 4%	C: 23%	D: i	E: -6%	F: 23	G: 0%	H: 0.2%	I: 4%
Cc1oc2ncn(C)c(=O)c2c1C(=O)N1CCN(c2ccc(Cl)cc2)CC1
  A: 0%	B: 6%	C: ·	D: i	E: 3%	F: ·	G: -5%	H: -0.8%	I: -2%
CCCOc1cc(C)c(S(=O)(=O)NCCOC)cc1C
  A: -4%	B: -4%	C: -2%	D: i	E: -19%	F: 8	G: -10%	H: 0.1%	I: 14%
CCCOc1ccc(NC(=O)C2CC(=O)N3CCCN=C3S2)cc1 (stereo not given)
  A: 0%	B: 5%[1.84 µM]	C: -2%	D: i	E: 5%	F: 32	G: 10%	H: 4.5%	I: 4%
CCN1C(=O)N[C@@H](c2ccccc2)[C@H](C(=O)OC)[C@H]1C
  A: 6%	B: 0%	C: 1%	D: i	E: 3%	F: 1	G: -11%	H: -0.6%	I: -2%
C[C@@H]1CCCCO[C@@H](CN(C)Cc2ccccc2)[C@@H](C)CN([C@H](C)CO)C(=O)c2cc(N(C)C)ccc2O1
  A: 10%	B: ·	C: ·	D: i	E: ·	F: 15	G: 0%	H: 0.0%	I: 0%
CCOC(=O)c1c(NC(=O)CSc2nnnn2-c2ccc3c(c2)OCCO3)sc(C)c1C
  A: 3%	B: -5%	C: 18µM*	D: i	E: 0%	F: -24	G: 7%	H: 2.6%	I: 0%
c1ccc2c(c1)nc(N1CCOCC1)c1nncn12
  A: -1%	B: -5%	C: -3%	D: i	E: 17%	F: -4	G: 1%	H: 2.0%	I: 22%
O=C(NN1CCCCC1)c1ccccc1
  A: 9%	B: -2%	C: 0%	D: i	E: 0%	F: 0	G: 8%	H: 0.2%	I: -1%
CCN(CC)S(=O)(=O)c1ccc2oc(C(=O)NCC3COc4ccccc4O3)c(C)c2c1 (stereo not given)
  A: -19%	B: -4%	C: 21%	D: ?	E: ?	F: -9	G: -29%	H: 3.3%	I: 3%
Cc1nnc2ccc(-c3cccc(NS(C)(=O)=O)c3)nn12
  A: ·	B: -5%	C: 3%	D: i	E: -29%	F: 0	G: -3%	H: 2.5%	I: 16%
O=C(NNC(=O)c1cc(-c2ccncc2)nc2ccccc12)Nc1ccc(F)cc1
  A: 3%	B: 2%	C: 6%	D: i	E: 6%	F: i	G: -2%	H: 0.4%	I: -16%
C/C(=N\NC(=O)CCCC(=O)O)c1c(-c2ccccc2)c2cc(Cl)ccc2[nH]c1=O
  A: 23%	B: 14%	C: 9%	D: i	E: -3%	F: 5	G: 10%	H: 0.0%	I: -6%
Cc1ccc(N=C(NOC(=O)c2ccccc2)c2nonc2N)c(C)c1
  A: 6%	B: -5%	C: 20%	D: i	E: -4%	F: -7	G: -18%	H: 2.3%	I: 9%
Cc1occc1C(=O)Nc1cccc(Cl)c1Cl
  A: 37%	B: -1%	C: -1%	D: i	E: ?	F: 0	G: -8%	H: 9.1%	I: 1%
COc1ccc(Cn2c(=O)[nH]c3cc(C(=O)NCCCOC(C)C)ccc3c2=O)cc1
  A: -15%	B: 3%	C: 2%	D: i	E: -13%	F: 16	G: -28%	H: -0.1%	I: 9%
CCOc1ccc(NC(=O)c2cc(S(=O)(=O)N3CCOCC3)cn2C)cc1
  A: -20%	B: 12%	C: -8%	D: i	E: -1%	F: 1	G: -15%	H: -0.1%	I: -5%
COc1ccc(S(=O)(=O)NC2CCCC2)cc1NC(C)=O
  A: -2%	B: 5%	C: 8%	D: i	E: -19%	F: -2	G: -20%	H: -1.2%	I: -11%
CC(NC(=O)c1ccc(Br)o1)c1ccccc1 (stereo not given)
  A: 6%	B: 1%	C: -3%	D: i	E: 9%	F: 3	G: -1%	H: 0.0%	I: 5%
CSc1nc2ccc(NC(=O)c3c(F)cccc3F)cc2s1
  A: 29%[11.3 µM]	B: 0%	C: 4%	D: ?	E: ?	F: -101*	G: -8%	H: 2.3%	I: 11%
O=C(c1cccc2ccccc12)C1CCCN(C(=O)C2CCOCC2)C1 (stereo not given)
  A: -3%	B: 5%	C: -10%	D: i	E: -20%	F: -4	G: -14%	H: -0.1%	I: -10%
CC(C)N1CCCC(C)(C(=O)Nc2ccc3c(c2)OCO3)C1 (stereo not given)
  A: 8%	B: ·	C: ·	D: i	E: ·	F: 19	G: -66%	H: 0.0%	I: 26%
Cc1c(-c2ccc(Br)cc2)[n+](=O)c2c(n1[O-])CCCC2
  A: -3%	B: -1%	C: 1%	D: i	E: 6%	F: 16	G: 0%	H: -0.6%	I: 16%
Cc1ccc(SC(C)C(=O)Nc2ccccc2C(=O)N2CCOCC2)cc1 (stereo not given)
  A: 0%	B: 3%	C: 0%	D: i	E: 0%	F: -10	G: 15%	H: -0.5%	I: 3%
COc1ccc(C(=O)NC(C(=O)NCC2CCCO2)C(C)C)cc1 (stereo not given)
  A: 9%	B: -2%	C: -6%	D: i	E: 4%	F: 6	G: 11%	H: -0.2%	I: -14%
O=S(=O)(c1cccs1)N1CCC2(CC1)OCCO2
  A: 8%	B: -2%	C: -2%	D: i	E: 23%	F: 10	G: 6%	H: -1.1%	I: -4%
COc1ccc(S(=O)(=O)Nc2ccc(S(=O)(=O)N3CCOCC3)cc2)cc1
  A: -1%	B: 0%	C: 9%	D: i	E: 10%	F: 0	G: -25%	H: 2.0%	I: -5%
